Compound activity deposited in PubChem BioAssay by several laboratories.
MT1-MMP act inh: blockers of MT1-MMP proenzyme processing, primary screen, HT1080 RFP-PRO-GFP cells, GFP/RFP fluorescence; hit rate 0.061% among 360,000; Matrix metalloproteinase-14 (Homo sapiens), P50281; GFP/RFP ratio fluorescence, overnight; percent of plate control window, DMSO zero; GFP/RFP ratio change, % at 20 µM;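 active = GFP/RFP ratio change of at least 30% with cell ATP level not reduced by more than half and red fluorescence within 50% of control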; note: strong numbers were not always called active
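Material: RFP-PRO-GFP reporter HT1080 cells. Dosing: single-point 20 µM compound, 1% DMSO. Controls: DMSO and RFP-L50D-GFP cell wells. Timing: cells overnight before dosing, compound overnight, 37 °C, 5% CO2. Measure: GFP/RFP fluorescence ratio.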
CSN deneddyl inh: inhibitors of CSN-mediated cullin deneddylation, primary screen, biochemical, fluorescence polarization, uHTS; Purified CSN, SCF-Nedd8-OG deneddylation; hit rate 0.38% among 360,000; COP9 signalosome complex subunit 5 (Homo sapiens), Q92905; inhibition, % at 12.5 µM;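 active = pattern-corrected inhibition above about 35%, with an unprinted fluorescence ratio check between 0.5 and 1.5, limit read from the data, passing the limit was not always enough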;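 note: 0% = enzyme with substrate and 100% = substrate without enzyme; some results filed as inactive read as strong as hits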
Target sequence (Q92905 whole entry, looked up, one chain of several): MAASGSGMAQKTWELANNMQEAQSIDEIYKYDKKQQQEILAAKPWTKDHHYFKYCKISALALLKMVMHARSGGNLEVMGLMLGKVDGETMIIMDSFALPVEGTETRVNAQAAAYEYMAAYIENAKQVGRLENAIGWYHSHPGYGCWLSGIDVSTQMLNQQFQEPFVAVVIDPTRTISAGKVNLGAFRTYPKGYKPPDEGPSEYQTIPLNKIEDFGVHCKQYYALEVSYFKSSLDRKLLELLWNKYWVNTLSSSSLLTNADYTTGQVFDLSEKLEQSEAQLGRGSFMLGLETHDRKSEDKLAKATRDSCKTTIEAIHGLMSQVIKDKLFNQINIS
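Assay system: HEK293T-derived human Csn5 enzyme; quantity: 0.24 nM enzyme; medium: Tris/NaCl/DTT buffer, pH 7.5; also added: substrate SCFSkp2-Nedd8OG, 10 nM; doses: 12.5 µM compound; schedule: 90 min reaction at room temperature; signal: FP; read-out: % inhibition of substrate cleavage by Csn5; benchmarks: substrate-only high control, full reaction low control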
eLon inh: inhibitors of E. coli Lon protease, primary screen, biochemical, fluorescence polarization; P0A9M0; purified E. coli Lon protease; inhibition, % at 7.94 µM; hit rate 0.42% among 360,000; AID 602123, 2011; in the data active = inhibition above about 13%, passing the limit was not always enough;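 note: 0% = enzyme with probe and DMSO and 100% = no enzyme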
MLLE-PAM2 inh: inhibitors of PABP1 MLLE–PAM2 peptide binding, primary screen, biochemical, fluorescence polarization, FITC-PAM2, GST-MLLE; AID 588489, 2011; hit rate 0.36% among 360,000; inhibition, % at 20 µM; in the data active = inhibition above about 35%, passing the limit was not always enough;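 note: plate controls were DMSO wells with GST-MLLE for no effect and wells lacking GST-MLLE protein for full effect; some results filed as inactive read as strong as hits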
bovine MsrA act: bovine MsrA enzyme activators, primary screen, biochemical, absorbance, HTS; Methionine sulfoxide reductase A (Bos taurus); purified bovine MsrA, absorbance read-out; activation, % at 10.6 µM; hit rate 0.3% among 360,000; in the data active = activation above about 7.5%;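 note: 0% = vehicle and 100% = reference activator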
FAS TE block: FAS thioesterase domain inhibitors, primary screen, biochemical, fluorescence intensity, uHTS | hit rate 0.67% among 360,000 | inhibition, % at 15 µM | recombinant FAS-TE, OMFH fluorogenic substrate, fluorescence endpoint;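 active = compounds whose normalised, plate-corrected inhibition of enzyme fluorescence in the single-dose primary screen is 50% or more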;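 note: 0% = DMSO with enzyme and 100% = substrate without enzyme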
Rin1-Abl PPI inh: inhibitors of Rin1-Abl protein binding, primary screen, biochemical, TR-FRET; hit rate 0.4% among 360,000; inhibition, % at 7.35 µM; Tyrosine-protein kinase ABL1 (Homo sapiens) + Ras and Rab interactor 1 (Homo sapiens), …; in the data active = inhibition above about 5%, passing the limit was not always enough
MsrA inh: bovine MsrA enzyme inhibitors, primary screen, biochemical, absorbance, HTS; Methionine sulfoxide reductase A (Bos taurus); purified bovine MsrA, absorbance read-out; inhibition, % at 15.5 µM; hit rate 0.75% among 360,000; in the data active = inhibition above about 4.5%;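 note: 0% = vehicle wells with enzyme and 100% = reference inhibitor wells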
Rpn11 inh: Rpn11 (PSMD14) deubiquitinase inhibitors, primary screen, biochemical, fluorescence polarization, uHTS. 26S proteasome non-ATPase regulatory subunit 14 (Homo sapiens), O00487. human 26S proteasome, Ub4-pepOG fluorescence polarization; 20S core pre-blocked with epoxomicin. calls only at 20 µM. hit rate 0.59% among 360,000. AID 588493, 2011;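 active = inhibition at 20 µM, scaled to each plate's controls, above about 33%, limit read from the data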
Target sequence (O00487 whole entry, looked up): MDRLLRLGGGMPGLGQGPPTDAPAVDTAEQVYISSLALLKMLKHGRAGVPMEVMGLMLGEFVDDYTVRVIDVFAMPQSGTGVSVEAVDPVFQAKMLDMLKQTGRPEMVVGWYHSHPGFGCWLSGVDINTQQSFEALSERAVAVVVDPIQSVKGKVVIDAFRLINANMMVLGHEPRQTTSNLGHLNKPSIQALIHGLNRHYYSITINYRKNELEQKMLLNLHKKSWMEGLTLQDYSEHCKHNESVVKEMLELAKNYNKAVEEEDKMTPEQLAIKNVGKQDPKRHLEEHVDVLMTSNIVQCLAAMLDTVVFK
Active calls of the source: *; i = inactive; . = not tested or not shown; + = active, no number. Outcome played no part in choosing rows. About 3.7% of those tested had a hit in this group.

SMILES	MT1-MMP act inh	CSN deneddyl inh	eLon inh	MLLE-PAM2 inh	bovine MsrA act	FAS TE block	Rin1-Abl PPI inh	MsrA inh	Rpn11 inh
O=C(O)c1ccc(N/N=C2/CCCc3ccccc32)cc1	-5	4	0	26	-11	-4	0	5.8*	i
COc1cc(/C=C/C(=O)OCC(=O)N(C)C2CCS(=O)(=O)C2)ccc1OC(F)F (configuration not stated)	-2	-1	-3	-19	-3	-6	-2	1.8	i
CCCCN(CC)S(=O)(=O)c1ccc2c(c1)CCCN2C(C)=O	-1	1	-5	-4	-4	0	1	-1.0	i
Cc1cccc(NC(=O)c2ccc3nccnc3c2)n1	0	3	-25	-11	-7	-6	0	0.3	i
COc1ccc(N2CCN(CC(O)COC(C)(C)C)CC2)cc1 (configuration not stated)	-4	-1	-5	-11	0	-4	-4	-0.9	i
C/C(=C\c1ccccc1)C1NC(=O)c2c(sc3c2CCCC3)N1 (configuration not stated)	-1	-1	-2	11	-10	3	5	1.1	i
Cc1nc2c(C)[n+](CC(=O)c3ccccc3)ccc2n1C	-3	0	-14	-4	-2	-8	0	-0.5	i
Cc1sc2nc(CN3CCCC3)nc(NCc3ccncc3)c2c1C	-6	-4	8	0	0	-5	2	-0.2	i
O=S(=O)(Nc1ccc2c(c1)OCCO2)c1ccc(Br)s1	-4	7	-4	-17	-3	0	-2	0.7	i
COc1ccc(CN2C[C@H]3CCCN3c3cc(Br)ccc3S2(=O)=O)cc1	8	1	-1	-7	-3	19	0	.	i
O=C1C(=O)N(Cc2cccnc2)C(c2ccccn2)/C1=C(/O)c1ccc(F)cc1 (configuration not stated)	-1	1	-1	3	-6	-1	-4	2.9	i
CCOc1c2ccc(C(=O)NCc3ccccc3OC)cc2nn1CC	2	1	-6	-9	-4	-10	4	0.0	i
COC(=O)[C@H](Cc1c[nH]c2ccccc12)NC(=O)NCc1ccc(OC)cc1	3	-7	-15	-14	-2	-7	0	-0.3	i
COc1ccc(CNC(=O)[C@@H]2CCCN2C(=O)[C@@H]2Cc3ccccc3CN2C(=O)OC(C)(C)C)cc1	-1	-1	-8	2	-3	-5	-1	0.2	i
CC1(c2ccc3ccccc3c2)NC(=O)N(CC(=O)Nc2ncccc2O)C1=O (configuration not stated)	2	-3	-2	17	-6	2	2	-0.3	i
O=C(C1CCCN(Cc2ccc3c(c2)OCO3)C1)N1CCCC1 (configuration not stated)	-2	1	-3	1	-9	-6	4	0.5	i
CCOC(=O)C1CCN(C(=O)c2ccc(OCC(=O)N3CCOCC3)c(OC)c2)CC1	1	-4	7	-9	-6	-6	4	-0.8	i
CCOc1ccc(NC(=O)CSc2nnc(Cn3cnc([N+](=O)[O-])n3)n2CC)cc1	2	4	-2	1	-3	0	-2	0.9	i
Cc1ccccc1CSc1n[nH]c(NS(=O)(=O)c2ccccc2)n1	-9	5	22	6	-1	11	0	-0.1	i
CC(NCC(=O)Nc1cc(S(=O)(=O)N2CCOCC2)ccc1N1CCOCC1)c1ccco1 (configuration not stated)	0	1	3	7	-2	-3	5	0.9	i
CCOC(=O)C1=C(CC)NC2=C(C(=O)CCC2)C1c1ccc(OC)c(OC)c1 (configuration not stated)	0	4	-9	13	-5	-2	2	0.9	i
CC(=O)Oc1ccc(NC(=O)Cc2ccccc2)c(C(=O)O)c1	-5	-3	-7	-1	-3	2	0	0.1	i
CC(=O)NCCNC(=O)c1ccc(Sc2ccccc2)c([N+](=O)[O-])c1	2	-7	8	-15	-1	7	2	1.1	i
Nc1nc(N)c2ncn(C3C=CC(CO)C3)c2n1 (configuration not stated)	6	-2	2	-3	-4	-2	5	0.6	i
COc1ccc(CC(=O)Nc2c3c(nn2C(C)(C)C)CS(=O)(=O)C3)cc1OC	-3	-8	0	16	-2	-4	0	1.4	i
(more compounds)
SMILES	MT1-MMP act inh	CSN deneddyl inh	eLon inh	MLLE-PAM2 inh	bovine MsrA act	FAS TE block	Rin1-Abl PPI inh	MsrA inh	Rpn11 inh
CCN(CC)CC(=O)NC1CC(C)(C)Cc2c1cnn2-c1ccc(F)cc1 (configuration not stated)	-2	0	-14	2	-2	-4	-3	-0.9	i
Cc1ccc(NC(=S)Nc2ccc(C(C)C)cc2)cc1S(=O)(=O)N1CCCCCC1	-7	3	-16	27	3	25	-1	1.4	i
CCCC1=Nc2cc(C(=O)NCCCOCC)ccc2Sc2ccccc21	12	-1	0	0	-2	2	-5	1.1	i
CC1CCCN(C(C(=O)Nc2ccc3c(c2)OCCO3)c2ccccc2)C1 (configuration not stated)	-8	3	0	-6	-4	8	1	-1.3	i
Cc1cccc(CSc2cn(CC(=O)N3CCOCC3)c3ccccc23)c1	0	2	-2	34	-1	8	-4	-0.1	i
O=C(NCCN1CCOCC1)c1ccc(-c2ccccc2)cc1	2	3	1	-5	0	-2	-1	.	i
Cn1c(=O)c2c(ncn2CC(=O)N2CCN(c3ccc([N+](=O)[O-])cc3)CC2)n(C)c1=O	-3	2	1	-22	-1	1	-4	0.3	i
O=C1OC(COCC#Cc2ccccc2)CN1c1ccccc1 (configuration not stated)	0	3	6	0	2	10	0	-0.1	i
CCOC(=O)c1ccc(NC(=O)C2C3C=CC(C3)C2C(=O)O)cc1 (configuration not stated)	3	4	7	2	-2	-4	1	-0.2	i
O=C(Nc1ccccc1)c1nsnc1C(=O)Nc1ccccc1	0	1	2	3	-2	-1	-2	0.8	i
Cc1cc(C)n(-c2nc3ccccc3nc2N2CCOCC2)n1	-1	1	-2	0	-3	-7	1	0.9	i
Cc1c(NC(=O)c2ccc(-c3cccc([N+](=O)[O-])c3)o2)c(=O)n(-c2ccccc2)n1C	0	-7	-2	-7	0	10	-1	2.3	i
Cc1c(NC(=O)Nc2cccc(C#N)c2)c(=O)n(-c2ccccc2)n1C	0	-1	-1	6	-2	1	1	-0.1	i
CC(C)(C)NS(=O)(=O)c1ccc(OCC(=O)NCc2ccco2)cc1	-2	-4	-5	2	-2	-2	0	-0.2	i
O=C(c1cc([N+](=O)[O-])ccc1N1CCOCC1)N1CCN(c2ccccc2)CC1	17	-3	2	3	-2	49	1	1.0	i
CCOC(=O)N1CCN(S(=O)(=O)c2ccc(F)c(C(=O)Nc3cccc(Cl)c3C)c2)CC1	-6	-2	2	5	-2	17	-1	0.8	i
CC1CCCCN1C(=O)CSc1nnc(-c2ccco2)o1 (configuration not stated)	0	0	6	-8	-2	-3	-3	-0.6	i
COc1ccc(CC(=O)Nc2nc(-c3ccccc3)c(C(C)=O)s2)cc1OC	-8	1	7	-8	-2	-6	0	1.0	i
Cc1noc(C)c1COc1ccc(C(=O)O)cc1	4	5	14	-5	-2	-6	-4	-1.6	i
C[C@]12C(=O)N(c3ccc(Cl)cc3)C(=O)N1[C@H]1c3ccccc3OC[C@@H]1[C@H]2c1ccccc1	1	-3	-4	17	-4	93*	0	.	i
Cc1ccc(Oc2ccc3c(c2)C(=O)N(c2cccc4cccnc24)C3=O)cc1	2	1	-1	-10	-1	10	-1	1.3	i
Oc1ccc(Br)cc1CN1CCCCCCC1	3	-3	-2	3	-4	-5	-2	-0.4	i
COc1ccc2c(CCNC(=O)c3ccco3)c[nH]c2c1	-6	1	-10	-8	-8	-7	3	-0.3	i
O=c1[nH]c2ccc(Cl)cc2c(O)c1Cc1ccccc1	0	-7	0	-6	-3	3	-6	4.3	i
CCOP(=O)(c1c(F)c(F)c(F)c(F)c1F)C1(O)CCCCC1 (configuration not stated)	3	4	-11	-2	-4	-5	2	1.2	i

Structures above shown as hits in MsrA inh:
structure	MT1-MMP act inh	CSN deneddyl inh	eLon inh	MLLE-PAM2 inh	bovine MsrA act	Rin1-Abl PPI inh	MsrA inh	Rpn11 inh
O=C(O)c1ccc(N/N=C2/CCCc3ccccc32)cc1	-5	4	0	26	-11	0	5.8*	i

Continued:
SMILES	MT1-MMP act inh	CSN deneddyl inh	eLon inh	MLLE-PAM2 inh	bovine MsrA act	FAS TE block	Rin1-Abl PPI inh	MsrA inh	Rpn11 inh
Cc1ccc(N(C(=O)Cn2nnc(-c3ccc(F)cc3)n2)C(C(=O)NC(C)(C)C)c2ccncc2)cc1 (configuration not stated)	-11	3	1	3	-10	7	-1	0.3	i
CNc1nc(-c2ccc3c(c2)CCN3C(=O)c2ccccc2F)c(C)s1	1	-1	5	-86	-5	-8	-3	0.8	i
COc1ccc(CCC(=O)NCC2CCCCC2)cc1OC	-2	4	8	-4	-1	-2	-1	1.3	i
N#Cc1cccc(NC(=O)CNC(=O)Cc2ccccc2)c1	-1	2	2	4	-6	2	2	-0.2	i
COCCCN1CC(=O)N2C(c3cccc(OC)c3OC)c3[nH]c4ccccc4c3C[C@H]2C1=O (some centres not stated)	-4	-3	-12	-9	-4	-1	0	0.9	i
COCCNC(=O)c1onc(CSc2cc(C)cc(C)c2)c1C(=O)NCCOC	4	-1	1	8	-10	-5	5	0.4	i
Cc1[nH]c(=O)c(C#N)c(C)c1Br	3	0	-8	-2	-3	-1	1	0.7	i
CC(=O)c1ccc(N2CCN(S(=O)(=O)c3cccc4nsnc34)CC2)cc1	1	1	3	13	-12	9	-1	4.7*	i
CN(C1(C)CCS(=O)(=O)C1)S(=O)(=O)c1ccc2ccccc2c1 (configuration not stated)	2	-5	-6	16	-11	-3	-3	0.3	i
CCOc1ccccc1CNC(=O)C1CCCN(c2nnc(C)c3c(C)n(-c4ccccc4)nc23)C1 (configuration not stated)	-17	11	-33	-32	-1	-3	1	0.6	+
O=C(CCCCCn1c(=O)[nH]c2ccsc2c1=O)NCc1ccc(F)cc1	9	1	1	-1	0	-3	-3	0.4	i
CCOC(=O)C(Cc1ccc(OC)c([N+](=O)[O-])c1)NC(=O)CCC(=O)Nc1ccc(C)cc1 (configuration not stated)	1	5	4	19	-5	-5	-5	0.6	i
Cc1cc(C(C)(C)C)c(O)c(C)c1CC1=NCCN1	1	0	-2	-10	-1	-4	0	2.5	i
COc1ccc(S(=O)(=O)N(C)CC(=O)Nc2ccccc2C(F)(F)F)cc1OC	4	-2	6	7	0	-6	-2	0.1	i
CC1CC(C)CN(C(=O)COC(=O)c2ccc3c(c2)OCCO3)C1 (configuration not stated)	-4	2	-11	-15	-1	-4	0	0.7	i
O=C(NCCN1CCC(n2c(=O)[nH]c3ccccc32)CC1)c1c(F)cccc1F	5	0	-15	.	-3	-14	.	0.3	.
O=C(c1ccc(Cl)c(S(=O)(=O)N2CCCCCC2)c1)N1CCN(c2ccccn2)CC1	-1	-4	7	4	-2	15	-1	0.1	i
